Screening results (PubChem BioAssay)
HIF-2a inh: inhibitors of HIF-2a; AID 624352; 786-0 RCC cells HIF-2a reporter, luciferase luminescence, overnight; 360,000 tested, 0.72% active; inhibition, % at 18.8 µM;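 active = inhibition of the luminescence signal of 40% or more relative to plate controls, in a single-dose primary screen at 18.75 µM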
CF NFkB block: cystic fibrosis NF-kB activation inhibition; KKLEB NF-kB-GFP reporter, PAF-induced, GFP fluorescence overnight; inhibition, % at 5 µM; 360,000 tested, 0.86% active; AID 588850;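 active = at least 50% inhibition at 5 µM, scaled per plate between neutral and stimulator controls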;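 also: PAF is a Pseudomonas aeruginosa culture filtrate used as stimulus; plate controls were PAF-stimulated DMSO wells for no effect and unstimulated DMSO wells for full effect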
Peg3 prom inh: Peg3 promoter activity inhibition | inhibition, % at 20 µM | 360,000 tested, 1.7% active | AID 588405 | HeLa PEG-Prom luciferase reporter, luminescence, overnight;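 active = inhibition of at least 50% at 20 µM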
KKLEB cytotox: CF airway cell cytotoxicity counter-screen; 360,000 tested, 0.36% active; activity change (cytotoxicity), % at 5 µM; KKLEB CF airway cells viability, ATPlite luminescence, overnight; stronger effect = lower value; cells stimulated with P. aeruginosa culture filtrate;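 active = corrected activity change at or below -50% at 5 µM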
MITF TRPM1 inh: inhibitors of MITF-driven TRPM1 promoter in melanoma cells | SK-MEL-5 TRPM1 promoter luciferase, 24 h | 330,000 tested, 0.83% active | inhibition, % at 12.5 µM;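 active = mean inhibition across replicates of 60% or more, whatever share of single replicates reaches that level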; also: values of inactives mirror those of a sister screen read the other way
aDG glyco up: increases alpha dystroglycan glycosylation; Pro5-aDG cells, alpha-DG glycosylation AlphaScreen (IIH6); 0% Pro5, 100% B10-LARGE cell signal; activation, % at 10 µM; 360,000 tested, 0.22% active; AID 624168;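 active = activation of at least 8% versus controls, or a plate z-score of at least 8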;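 also: Pro5 are CHO cells carrying HIG-tagged alpha-DG that lacks glycosylation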
NR2E3 ag-1: activates human photoreceptor nuclear receptor NR2E3; Q9Y5X4; GST-NR2E3/biotin-RetCOR TR-FRET, 1536-well; inhibition of corepressor binding, % at 4.78 µM; 320,000 tested, 0.12% active; AID 2300;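 active = percent inhibition above the cutoff of mean plus 3 SD of all tested compounds, set per screening campaign, cut at about 20% in these data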;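 also: 0% = DMSO wells and 100% = biotin wells as full block of FRET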
Target sequence (Q9Y5X4 whole entry, looked up): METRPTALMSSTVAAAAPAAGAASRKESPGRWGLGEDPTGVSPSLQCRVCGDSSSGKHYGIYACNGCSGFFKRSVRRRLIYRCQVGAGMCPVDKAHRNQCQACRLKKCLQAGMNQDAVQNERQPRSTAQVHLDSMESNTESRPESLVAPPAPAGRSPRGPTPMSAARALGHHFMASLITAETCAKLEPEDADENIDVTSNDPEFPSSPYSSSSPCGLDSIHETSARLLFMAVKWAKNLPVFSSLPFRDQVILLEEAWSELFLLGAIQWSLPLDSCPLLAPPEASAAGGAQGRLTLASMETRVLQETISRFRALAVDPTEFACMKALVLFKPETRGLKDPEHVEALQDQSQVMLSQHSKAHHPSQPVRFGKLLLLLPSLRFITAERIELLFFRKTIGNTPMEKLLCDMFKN
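Assay system: NR2E3–RetCOR corepressor complex. Quantity: 1.35 nM GST-NR2E3. Buffer or medium: pH 7.5 Tris-based buffer. Reagent: biotinylated RetCOR corepressor at 7 nM final. Schedule: 5 h at 4 °C. Detection: TR-FRET, emission read at 617 and 671 nm. Replicates: one well per compound, singlicate testing.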
TWEAK Fn14 block: inhibitors of TWEAK-Fn14 interaction signaling; TWEAK-stimulated Fn14 reporter cells, luciferase luminescence, 8 h; inhibition, % at 10 µM; 360,000 tested, 2% active; AID 1159606; in the data active = inhibition above about 50%
Shn3 inh set2: reduces Shn3 3'UTR luciferase signal in osteoblasts | inhibition, % at 12.5 µM | AID 588674 | 360,000 tested, 0.52% active | Clone20 osteoblast Shn3 3'UTR firefly luciferase, 24 h;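 active = mean inhibition of at least 75% with every replicate also reaching 75%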;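 also: 0% = median of neutral control wells and 100% = pilot-screen positive control compound; some compounds past the cut are filed as inactive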
NR2E3 ag-2: human photoreceptor-specific nuclear receptor agonism | inhibition of corepressor binding, % at 3.98 µM | 360,000 tested, 0.35% active | CHO-S Gal4-NCOR/VP16-NR2E3 two-hybrid, luciferase | AID 602229 | Q9Y5X4;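 active = inhibition above the mean of all tested compounds plus 3 SD, cut at about 70% in these data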;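 also: 0% = DMSO with NR2E3 transfected cells and 100% = cells lacking NR2E3 construct; higher means lower luciferase signal from less NR2E3 corepressor binding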
hiPSC survival: hiPSC single-cell survival enhancement; ATPlite luminescence; 100% = ROCK inhibitor wells, 0% = DMSO; survival enhancement, % at 20 µM; 360,000 tested, 0.044% active; AID 602274; in the data active = survival enhancement above about 18%;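 also: cells exposed to compounds for 16 hours before the ATP read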
Active calls of the source: *. Hits appear at their usual frequency (roughly 4.4% active in at least one column).

For CCOc1ccc(C(=O)NN2C(=O)C3C4C=CC(O4)C3C2=O)cc1 (stereo not drawn) the results were HIF-2a inh -15.1, CF NFkB block 6.6, Peg3 prom inh -17.4, KKLEB cytotox -2.7, MITF TRPM1 inh -3.7, aDG glyco up -0.2, NR2E3 ag-1 -4.5, TWEAK Fn14 block -5.8, Shn3 inh set2 -32.9, NR2E3 ag-2 -6.7 and hiPSC survival -3.6.
Screening Cc1ccccc1NC(=O)CSc1ccc(-c2ccco2)nn1 returned HIF-2a inh 0.7, CF NFkB block 17.4, Peg3 prom inh 0.3, KKLEB cytotox -3.8, MITF TRPM1 inh -5.3, aDG glyco up 0.3, NR2E3 ag-1 -1.3, TWEAK Fn14 block -12.8, Shn3 inh set2 -2.9, NR2E3 ag-2 -3.9 and hiPSC survival 0.2.
For OCCNC(=S)Nc1ccc2nsnc2c1 the results were HIF-2a inh -11.8, CF NFkB block 4.9, Peg3 prom inh 5.6, KKLEB cytotox -0.8, MITF TRPM1 inh 7.0, aDG glyco up 0.8, NR2E3 ag-1 -4.6, TWEAK Fn14 block 7.2, Shn3 inh set2 -3.7, NR2E3 ag-2 -22.8 and hiPSC survival -0.7.
CCNS(=O)(=O)c1ccc(NC(=S)N2CCc3ccccc32)cc1 was read as HIF-2a inh -13.4, CF NFkB block -12.7, Peg3 prom inh -2.6, KKLEB cytotox 12.5, MITF TRPM1 inh 9.1, aDG glyco up 0.7, TWEAK Fn14 block 17.8, Shn3 inh set2 35.1, NR2E3 ag-2 -13.7 and hiPSC survival -0.5.
Screening CCOc1ccc(NC(=O)c2cnc3scc(C)n3c2=O)cc1 returned HIF-2a inh -125.6, CF NFkB block -10.4, Peg3 prom inh -178.7, KKLEB cytotox 8.6, aDG glyco up 0.0, NR2E3 ag-1 1.4, TWEAK Fn14 block -10.7, Shn3 inh set2 -58.9, NR2E3 ag-2 -6.8 and hiPSC survival 2.8.
For CCCNC(=O)CSc1nc2ccc(OCC)cc2s1 the results were HIF-2a inh 4.4, CF NFkB block -23.6, Peg3 prom inh -5.0, KKLEB cytotox 2.6, MITF TRPM1 inh -6.4, aDG glyco up -0.2, NR2E3 ag-1 -0.8, TWEAK Fn14 block -11.3, Shn3 inh set2 -10.2, NR2E3 ag-2 -9.1 and hiPSC survival 2.6.
For Cc1ccc(CN2CC(N3CCN(c4ccccn4)CC3)CS2(=O)=O)cc1 (stereo not drawn) the results were HIF-2a inh 0.2, CF NFkB block 8.9, Peg3 prom inh -11.6, KKLEB cytotox -10.6, aDG glyco up 0.1, TWEAK Fn14 block 1.7, Shn3 inh set2 7.2, NR2E3 ag-2 -18.4 and hiPSC survival -1.1.
COc1cc2nc(N(CCCN(C)C)C(=O)c3ccc(S(=O)(=O)N4CCc5ccccc54)cc3)sc2cc1OC was read as HIF-2a inh 5.7, CF NFkB block -4.5, Peg3 prom inh -15.3, KKLEB cytotox -5.1, MITF TRPM1 inh 4.9, aDG glyco up 0.3, NR2E3 ag-1 1.3, TWEAK Fn14 block 0.5, Shn3 inh set2 -4.8, NR2E3 ag-2 10.2 and hiPSC survival -0.4.
Screening Cc1ccccc1NC(=O)C(C)N1C(=O)c2ccccc2C1=O (stereo not drawn) returned HIF-2a inh 17.2, CF NFkB block -14.2, Peg3 prom inh 8.2, KKLEB cytotox 6.4, MITF TRPM1 inh 12.4, aDG glyco up 0.4, NR2E3 ag-1 1.9, TWEAK Fn14 block 1.9, Shn3 inh set2 7.1, NR2E3 ag-2 13.9 and hiPSC survival -0.3.
Screening CCSc1ccc(-c2cc(NC=O)c3ncc(-c4cccc(C(=O)N(C)C)c4)n3c2)cc1 returned HIF-2a inh -21.8, CF NFkB block 13.7, Peg3 prom inh 41.4, KKLEB cytotox -16.5, aDG glyco up -0.1, TWEAK Fn14 block -9.3, Shn3 inh set2 26.2, NR2E3 ag-2 13.6 and hiPSC survival 0.5.
`CCOc1ccc(C(=O)NC(=S)Nc2cccnc2)cc1` gave HIF-2a inh -119.5, CF NFkB block -1.8, Peg3 prom inh -124.4, KKLEB cytotox -13.2, MITF TRPM1 inh -14.1, aDG glyco up -0.3, NR2E3 ag-1 -2.0, TWEAK Fn14 block -8.8, Shn3 inh set2 -18.3, NR2E3 ag-2 -43.9 and hiPSC survival -0.6.
Cc1ccc(Cc2c(C)nc3nc(SCC(=O)NCCCN4CCCC4)nn3c2C)cc1 was read as HIF-2a inh 11.9, CF NFkB block 7.5, Peg3 prom inh -7.8, KKLEB cytotox 2.3, MITF TRPM1 inh -11.0, aDG glyco up 0.1, NR2E3 ag-1 -2.5, TWEAK Fn14 block -17.9, Shn3 inh set2 -14.5, NR2E3 ag-2 -15.7 and hiPSC survival -0.5.
For Cc1oc(-c2ccccc2Cl)nc1CS(=O)(=O)CC(=O)NC(C)c1ccccc1 (stereo not drawn) the results were HIF-2a inh -13.0, CF NFkB block 10.9, Peg3 prom inh 19.8, KKLEB cytotox -6.6, aDG glyco up 1.1, NR2E3 ag-1 2.1, TWEAK Fn14 block 2.0, Shn3 inh set2 2.4, NR2E3 ag-2 4.3 and hiPSC survival -1.7.
Screening COC(=O)c1cc(S(=O)(=O)NCCc2sccc2C)c[nH]1 returned HIF-2a inh -22.1, CF NFkB block 10.3, Peg3 prom inh -0.8, KKLEB cytotox 3.6, MITF TRPM1 inh -8.8, aDG glyco up 0.1, NR2E3 ag-1 1.2, TWEAK Fn14 block -2.8, Shn3 inh set2 9.0, NR2E3 ag-2 -19.7 and hiPSC survival -0.5.
COc1cc2nc(CN3C(=O)c4ccccc4C3=O)oc(=O)c2cc1OC was read as HIF-2a inh -0.6, CF NFkB block 7.0, Peg3 prom inh 0.3, KKLEB cytotox -2.5, MITF TRPM1 inh 10.6, aDG glyco up 0.0, NR2E3 ag-1 2.2, TWEAK Fn14 block -15.5, Shn3 inh set2 -13.0, NR2E3 ag-2 -21.1 and hiPSC survival 1.1.
For CCCn1c(N)c(N(CCOC)C(=O)CSc2cc(C)c3ccccc3n2)c(=O)[nH]c1=O the results were HIF-2a inh 9.8, CF NFkB block -13.0, Peg3 prom inh -0.6, KKLEB cytotox -1.9, MITF TRPM1 inh 6.2, aDG glyco up 0.0, TWEAK Fn14 block -2.0, Shn3 inh set2 3.3, NR2E3 ag-2 28.6 and hiPSC survival 0.6.
COc1ccc(NS(=O)(=O)c2ccc(NC(C)=O)cc2)cc1OC was read as HIF-2a inh 17.1, CF NFkB block -4.8, Peg3 prom inh 4.5, KKLEB cytotox -10.6, MITF TRPM1 inh 9.7, aDG glyco up 1.1, NR2E3 ag-1 2.0, TWEAK Fn14 block 2.5, Shn3 inh set2 66.5, NR2E3 ag-2 5.8 and hiPSC survival -1.9.
Cc1ccc(OCC(=O)NNC(=O)c2ccco2)c(C)c1 was read as HIF-2a inh -63.6, CF NFkB block 4.6, Peg3 prom inh -66.3, KKLEB cytotox 8.7, MITF TRPM1 inh -11.5, aDG glyco up 0.6, NR2E3 ag-1 2.7, TWEAK Fn14 block 0.4, Shn3 inh set2 -7.7, NR2E3 ag-2 12.5 and hiPSC survival 0.8.
CN1/C(=C/C(=S)NC(=O)C2CCC2)C(C)(C)c2ccccc21 was read as HIF-2a inh -6.4, CF NFkB block -9.3, Peg3 prom inh 0.0, KKLEB cytotox 2.9, MITF TRPM1 inh -0.8, aDG glyco up 0.0, NR2E3 ag-1 2.7, TWEAK Fn14 block 9.5, Shn3 inh set2 42.9, NR2E3 ag-2 6.5 and hiPSC survival 0.0.
For CCCCCn1c(C(C)NC(=O)CCC)nc2ccccc21 (stereo not drawn) the results were HIF-2a inh 7.5, CF NFkB block -0.5, Peg3 prom inh -10.7, KKLEB cytotox 11.1, aDG glyco up 0.1, NR2E3 ag-1 0.5, TWEAK Fn14 block 2.5, Shn3 inh set2 6.7, NR2E3 ag-2 10.8 and hiPSC survival 1.2.
Screening S=C(NCCc1ccccc1)N1CCC2CC1c1c(Cl)cccc12 (stereo not drawn) returned HIF-2a inh 16.8, CF NFkB block 8.2, Peg3 prom inh 13.4, KKLEB cytotox -5.6, aDG glyco up -0.2, TWEAK Fn14 block 12.8, Shn3 inh set2 -1.7, NR2E3 ag-2 -19.9 and hiPSC survival -1.1.
`Nc1ncnc2c1ncn2C1CCCC(CO)O1` (stereo not drawn) gave HIF-2a inh 8.1, CF NFkB block -30.8, Peg3 prom inh 3.7, KKLEB cytotox 5.4, MITF TRPM1 inh -5.2, aDG glyco up 0.1, TWEAK Fn14 block 13.4, Shn3 inh set2 -6.2, NR2E3 ag-2 -2.6 and hiPSC survival -1.7.
For CN(C)Cc1c(C(=O)N/N=C/c2cccc(OCc3ccccc3)c2)nnn1-c1nonc1N the results were HIF-2a inh -87.0, CF NFkB block -8.9, Peg3 prom inh -57.2, KKLEB cytotox -6.9, MITF TRPM1 inh 6.4, aDG glyco up -0.2, NR2E3 ag-1 0.0, TWEAK Fn14 block 26.4, Shn3 inh set2 -8.1, NR2E3 ag-2 -50.3 and hiPSC survival -0.4.
Screening O=C(NCc1ccccc1)c1cc(C2CCCN(C(=O)CCc3ccccc3)C2)on1 (stereo not drawn) returned HIF-2a inh -7.9, CF NFkB block -14.4, Peg3 prom inh 2.0, KKLEB cytotox 14.4, aDG glyco up 0.4, TWEAK Fn14 block -11.7, Shn3 inh set2 -9.1, NR2E3 ag-2 -33.1 and hiPSC survival 6.2.
Screening Cc1ccccc1OCC(=O)OCC(=O)NCc1cccs1 returned HIF-2a inh 0.3, CF NFkB block -5.3, Peg3 prom inh 7.7, KKLEB cytotox 12.3, MITF TRPM1 inh 5.3, aDG glyco up -0.2, NR2E3 ag-1 -2.2, TWEAK Fn14 block -11.2, Shn3 inh set2 14.7, NR2E3 ag-2 -26.3 and hiPSC survival -1.1.
Screening O=C(Nc1ccccc1)c1nccn1Cc1ccc(F)cc1 returned HIF-2a inh -180.4, CF NFkB block -7.3, Peg3 prom inh -183.4, KKLEB cytotox -2.6, MITF TRPM1 inh -24.1, aDG glyco up 1.0, NR2E3 ag-1 1.2, TWEAK Fn14 block -20.9, Shn3 inh set2 -22.7, NR2E3 ag-2 -14.8 and hiPSC survival -1.2.
COc1ccc(CC(=O)Nc2nc(OCCN3CCCC3=O)cnc2-c2cccc(C(F)(F)F)c2)cc1 was read as HIF-2a inh -0.9, CF NFkB block 2.2, Peg3 prom inh -9.3, KKLEB cytotox -8.1, aDG glyco up 0.1, TWEAK Fn14 block -16.0, Shn3 inh set2 -16.3, NR2E3 ag-2 6.4 and hiPSC survival 4.1.
